Bioassay records (PubChem)
Sm TGR block: blocks Schistosoma mansoni thioredoxin glutathione reductase. Potency, µM (titrated, usually from 114 µM), for inactives: at the highest dose activity change, negative = inhibition, most hits filed as inhibitors. AID 485364. purified TGR, DTNB reduction, TNB absorbance 405 nm. 360,000 compounds, 3% hits; further: nearly all actives have a fitted effect of over 60% in size
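Kinetic colorimetric format: TGR-catalysed, NADPH-driven DTNB reduction monitored via TNB absorbance. Enzyme dispensed at 20 nM; compound exposure 15 min at room temperature before reaction start.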
HCV inh: HCV inhibition; 340,000 compounds, 3.4% hits; Huh7.5.1 HCVcc-Cre infection, luciferase reporter, 44 h; AID 651820; Potency, µM (titrated, usually from 41.8 µM), without a hit: top-dose activity change, negative = inhibition, most hits filed as inhibitors
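Compounds are dispensed onto cells plated 4 h earlier at 1,000 per well, with HCVcc-Cre virus (about 0.5 moi) added next. Following 44 h of culture, luminescent signal is measured for 15 sec after 15 min with substrate at room temperature.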
Pf growth 48h: P. falciparum growth inhibition at 48 hours (one generation); P. falciparum luciferase growth in erythrocytes, 48 h; Potency, µM (highest dose often 28.7 µM), without a hit: at the highest dose activity change, negative = inhibition, usual class: inhibitors; 310,000 compounds, 5.9% hits
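Parasite viability was followed by luminescence of a genomically integrated firefly luciferase. Cultures held 0.1% parasitemia at 2% hematocrit (final), incubated under 5% CO2 at 37 C.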
Pf growth 96h: inhibits malaria parasite growth, 96 h; P. falciparum luciferase reporter growth, 96 h; Potency, µM (doses to about 28.7 µM), inactives show top-dose activity change, negative = inhibition, actives largely listed as inhibitors; 320,000 compounds, 6.9% hits; AID 504834
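Compounds incubated with erythrocytes infected by luciferase-expressing P. falciparum (2% hematocrit, 0.05% parasitemia final) for 96 hours, 37 C in 5% CO2. Growth inhibition scored as decreased luciferase luminescence.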
Tb PYK inh: inhibitors of Trypanosoma brucei pyruvate kinase; Potency, µM (doses to about 76.8 µM), inactives show top-dose activity, negative = inhibition, usual class: inhibitors; 410,000 compounds, 0.12% hits; TbPYK enzyme, Kinase-Glo Plus ATP luminescence, 45 min; AID 624173; further: nearly all actives have a fitted effect of over 50% in size
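Assay buffer: 50 mM TEA pH 7.2, 100 mM KCl, 10 mM MgCl2, 0.05% BSA, 0.01% Tween-20. Pyruvate kinase from T. brucei plus substrate met compound, then ADP (130 uM final). Luminescence was read post 45 min RT.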
LmPK inh: LmPK (Leishmania mexicana) enzyme inhibition; Q27686; purified LmPK, Kinase-Glo ATP luminescence, 1 h; Potency, µM (highest dose often 57.5 µM), for the others: top-dose activity change, negative = inhibition, most hits filed as inhibitors; 290,000 compounds, 0.37% hits
Target sequence (Q27686 whole entry, looked up): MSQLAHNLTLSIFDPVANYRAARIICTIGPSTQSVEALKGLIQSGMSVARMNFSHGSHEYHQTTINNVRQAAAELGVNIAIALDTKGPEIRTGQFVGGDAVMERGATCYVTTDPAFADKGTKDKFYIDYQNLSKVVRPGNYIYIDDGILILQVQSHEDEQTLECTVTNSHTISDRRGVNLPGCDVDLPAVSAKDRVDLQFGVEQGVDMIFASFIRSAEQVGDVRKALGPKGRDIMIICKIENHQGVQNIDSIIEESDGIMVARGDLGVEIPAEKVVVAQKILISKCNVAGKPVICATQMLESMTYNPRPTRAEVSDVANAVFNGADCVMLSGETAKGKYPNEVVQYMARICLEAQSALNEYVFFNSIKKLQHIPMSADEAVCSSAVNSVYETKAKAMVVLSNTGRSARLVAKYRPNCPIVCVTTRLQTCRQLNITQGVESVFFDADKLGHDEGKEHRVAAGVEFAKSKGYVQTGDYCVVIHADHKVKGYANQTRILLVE
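Kinase-Glo luminescence read after 1 h RT reaction of 0.1 nM LmPK with 0.5 mM PEP and 0.1 mM ADP. Activity scaled between uninhibited and enzyme-free controls.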
An asterisk follows results filed as active; ? = inconclusive; nt = not tested or not shown; [ ] = remark or other dose. The call rests on the fitted dose curve; in most records, active means well fitted curve in the direction sought with a large enough effect; inconclusive means small, poorly fitted or top-dose-only effect, or another doubt; inactive means no such curve, though single readings can be large; an effect the other way counts as inactive or inconclusive. On the % scale 0 is the no-effect control and ±100 the full control effect; potency means the concentration at half of the fitted maximal effect.

SMILES | Sm TGR block | HCV inh | Pf growth 48h | Pf growth 96h | Tb PYK inh | LmPK inh
Cc1ccccc1-c1cc(C(=O)O)n(CC2CC(c3cccnc3)=NO2)n1 (centres undefined) | -5.6% | 21.0% | 34.7%[activator] | 37.8%[activator] | 2.1% | nt
COCCn1nnnc1C(c1cc2ccc(OC)cc2[nH]c1=O)N1CCN(C2CCCCC2)CC1 (centres undefined) | 5.0% | -11.9% | ? | ? | -1.4% | 0.4%
O=C(COC(=O)c1ccc(Br)o1)Nc1ccc(Br)cc1 | -11.6% | 7.6% | -14.0% | 51.7%[activator] | -11.7% | nt
CC(C)c1ccc(NC(=S)N2CCCC2)cc1 | -6.6% | 6.4% | 79.5%[activator] | -7.7% | 1.0% | -1.9%
O=C(NC1CCOc2ccccc21)c1ccccn1 (centres undefined) | -0.5% | 7.4% | 1.5% | 3.6% | 3.6% | -0.6%
COCCNC(=O)C1CCN(Cc2cccc(OCc3ccccc3)c2)CC1 | 0.3% | 1.6% | -1.6% | -22.9% | -3.5% | 11.4%
Cc1ccc(CNC(=O)c2ccc([N+](=O)[O-])o2)cc1 | 35.5µM* | ? | ? | 8.28µM* | -1.0% | 1.7%
COc1ccc(C(=O)Nc2cc(C)nn2-c2ccc(C)cc2)cc1 | 0.1% | ? | -7.9% | -1.7% | -0.2% | 5.1%
COc1c(C)cccc1C(=O)Nc1ccc(OCC(=O)N2CCOCC2)cc1C | 8.6% | -1.0% | ? | ? | 5.1% | -8.0%
O=C(CCc1ccccn1)N1CCCC(Nc2ccc(F)cc2)C1 (centres undefined) | -34.2% | 14.8% | 11.6% | ? | -5.7% | -6.7%
CN(c1ccc(C(=O)NCc2cccnc2)cc1)S(C)(=O)=O | 1.9% | -0.7% | -19.8% | nt | 0.3% | 2.7%
COC(=O)c1c(NC(NC(=O)c2ccccc2)(C(F)(F)F)C(F)(F)F)sc2c1CCN(C)C2 | -4.4% | -16.8% | 8.28µM* | 2.33µM* | -2.6% | 0.2%
Cc1cccc(-n2c(C)cc(/C=N/NC(=O)c3ccc(CN4CCOCC4)cc3)c2C)c1 | -6.3% | 10µM* | ? | ? | 4.5% | -0.3%
OCC1(Cc2ccccc2)CCN(Cc2cc3ccccc3o2)CC1 | 2.3% | 1.2% | -33.0% | ? | -0.4% | 3.5%
Cc1ccc(S(=O)(=O)N2CCCCC2)cc1NC(=O)COC(=O)Cc1c(F)cccc1Cl | -5.0% | 5.1% | 18.3% | 15.7% | -7.7% | 2.0%
NC(=O)c1nsc(C(=O)N(Cc2ccccc2Cl)C(C(=O)NCC2CCCO2)c2ccc(O)cc2)c1N (centres undefined) | -15.9% | -13.0% | ? | 1.0% | -0.4% | 1.2%
CC1CCN2c3nc4ccccn4c(=O)c3CC3(C(=O)N(C)C(=O)N(C)C3=O)C2C1 (centres undefined) | 2.2% | 10.9% | 7.6% | 5.2% | -7.8% | 0.2%
CC(C)(C)c1nc(N2CCN(C(=O)c3ccco3)CC2)c2nnn(Cc3ccccc3)c2n1 | 0.3% | ? | ? | 50.8%[activator] | 0.6% | 3.0%
COc1ccc(Cc2nc3ccc(C(=O)N(C)Cc4cc(C)[nH]n4)cc3o2)cc1OC | 3.3% | -28.1% | ? | -24.9% | -5.5% | 4.2%
O=C(Cn1nnc2ccccc21)OCc1ccccc1 | -0.5% | 11.5% | -0.3% | ? | -1.5% | -0.2%
O=C(NCC(c1ccco1)N1CCc2ccccc2C1)C(=O)Nc1ccccc1F (centres undefined) | 0.3% | -15.1% | -6.4% | 52.2%[activator] | 0.4% | nt
CC1Cc2ccccc2N1C(=O)CN1C(=O)NC(C)(c2ccc3c(c2)OCCO3)C1=O (centres undefined) | -5.2% | -0.8% | ? | 11.2% | 4.9% | 2.5%
COc1ccc(C(=O)NNC(=O)COc2ccc(Cl)cc2C)cc1S(=O)(=O)N1CCOCC1 | 3.5% | -1.3% | -3.3% | -1.3% | 2.5% | nt
C/C(=N\NC(=O)c1nnn(-c2nonc2N)c1-c1ccc2c(c1)OCO2)c1ccc(C)cc1 | 6.0% | 0.2% | ? | 13.1µM* | 2.7% | 6.1%

Profiles from above:
COc1ccc(C(=O)NNC(=O)COc2ccc(Cl)cc2C)cc1S(=O)(=O)N1CCOCC1 in the list: Sm TGR block: 3.5%; HCV inh: -1.3%; Pf growth 48h: -3.3%; Pf growth 96h: -1.3%; Tb PYK inh: 2.5%; LmPK inh: nt
C/C(=N\NC(=O)c1nnn(-c2nonc2N)c1-c1ccc2c(c1)OCO2)c1ccc(C)cc1 in the list: Sm TGR block: 6.0%; HCV inh: 0.2%; Pf growth 48h: ?; Pf growth 96h: 13.1µM*; Tb PYK inh: 2.7%; LmPK inh: 6.1%
COCCNC(=O)C1CCN(Cc2cccc(OCc3ccccc3)c2)CC1 in the list: Sm TGR block: 0.3%; HCV inh: 1.6%; Pf growth 48h: -1.6%; Pf growth 96h: -22.9%; Tb PYK inh: -3.5%; LmPK inh: 11.4%

Further entries
SMILES | Sm TGR block | HCV inh | Pf growth 48h | Pf growth 96h | Tb PYK inh | LmPK inh
CCn1c(SCC(=O)NC2CC2)nnc1-c1csc(C)c1 | -17.7% | 10.1% | 28.2% | ? | -7.0% | -3.4%
CCOC(=O)c1cn(C2CC2)c2c(F)c(F)c(F)cc2c1=O | -7.7% | -1.5% | ? | 38.8% | -1.1% | 1.7%
CCOC(=O)N1CCN(S(=O)(=O)c2ccc(C(=O)Nc3sc4c(c3C#N)CCC4)cc2)CC1 | 0.0% | -14.9% | 14.3% | -21.8% | -5.0% | 1.7%
Cc1ccccc1NC(=S)N/N=C/c1ccc(O)cc1O | -14.1% | -24.6% | 0.0% | ? | -15.2% | 0.4%
O=C(Cn1ncc2c3ccccc3n(Cc3ccccc3)c2c1=O)NCCCN1CCCC1 | -19.6% | -25.0% | ? | 26.3% | -4.6% | 1.0%
Cc1ccc(-c2ccc(/C=N\NC(=O)C3C(=O)NCC3c3ccccc3)o2)cc1Cl (centres undefined) | ? | 8.91µM* | nt | ? | 5.4% | 1.0%
CCOC(=O)C1C(CC)NC(=S)NC1(C)O (centres undefined) | 1.2% | 4.4% | 1.5% | 6.3% | 6.4% | -2.6%
CCOc1ccccc1C(=O)NCCCCCC(=O)O | 10.4% | 10.2% | 1.4% | ? | 0.6% | -10.5%
Cc1ccc(OC(=O)C2CCN(C(=O)c3ccccc3C)CC2)c(Br)c1 | 1.2% | -3.5%[8.37 µM] | 9.1% | -0.1% | 0.5% | nt
O=C(c1ccccc1Oc1ccccc1)N1CCN(c2ccc(F)cc2)CC1 | -33.9% | -1.4% | ? | 13.8% | -23.3% | -0.7%
COc1ccc(-c2csc(N3CCC(C(N)=O)(N4CCCCC4)CC3)n2)cc1 | 1.3% | ? | ? | -1.5% | -24.5% | -6.3%
CCOc1cc([N+](=O)[O-])c2nc(N)sc2c1 | 4.7% | ? | 19.6% | 16.9% | -1.8% | -2.0%
C/C(=N\Nc1ccc(F)cc1F)c1ccccc1O | -12.5% | ? | 25.7% | 15.0% | -2.5% | -4.8%
COc1ccccc1CC(=O)NNC(=O)c1ccc(C(C)(C)C)cc1 | 0.0% | -16.8% | 7.4% | -17.2% | -5.7% | -3.3%
Cc1sc(NC(=O)COc2ccccc2)c(C#N)c1-c1ccccc1 | -15.7% | ? | -3.4% | ? | -10.7% | 1.3%
O=c1cc(CN2CCc3ccccc32)nc2sccn12 | ? | 16.9% | nt | 4.2% | -6.1% | 3.4%
CN(C)c1nc(Oc2ccc(=O)[nH]n2)nc(N2CCCCC2)n1 | 8.1% | -6.8% | 4.5% | nt | 0.0% | 0.1%
Cc1cccc(N(C(=O)Nc2ccccc2)C2=NCC(C)S2)c1 (centres undefined) | 1.4% | 9.0% | nt | ? | -1.6% | 1.8%
Cc1c(C(=O)NCCSCc2cccc(C(F)(F)F)c2)cnn1-c1ccc(F)cc1 | 1.2% | ? | ? | ? | -1.4% | -1.3%
COc1cccc(Oc2ccc3nnc(C(F)(F)F)n3n2)c1 | -3.4% | ? | 381.7%[activator] | 56.9%[activator] | -0.6% | -2.0%
C=CCNc1nc(-c2cc3ccccc3o2)cs1 | -1.9% | ? | 167.0%[activator] | 238.7%[activator] | -5.7% | -15.6%
CCOC(=O)Cc1csc(NC(=O)C(C)Oc2ccc3c(C)cc(=O)oc3c2)n1 (centres undefined) | 0.2% | ? | -4.6% | -22.4% | 1.2% | 0.4%
CCOc1ccccc1Nc1nc(-c2sc(C)nc2C)cs1 | 0.0% | ? | ? | -1.9% | -4.7% | 6.5%
CC(OC(=O)C1CCN(S(=O)(=O)c2ccc(C(C)(C)C)cc2)CC1)C(=O)N1CCOCC1 (centres undefined) | -0.6% | 3.9% | -4.4% | ? | 1.1% | nt
C=C(C=O)CC1CC(O)[C@]2(C)OC3C[C@@H]4OC5C[C@]6(C)O[C@]7(C)CCC8OC9C[C@]%10(C)OC(/C(C)=C\CO)C(O)CC%10OC9CC(C)C8OC7CC6O[C@]5(C)C/C=C\C4OC3CC2O1 (some centres undefined) | -16.8% | 6.1% | nt | nt | 1.8% | nt
CN(CCO)S(=O)(=O)c1ccc2c(c1)C(=NO)c1cc(S(=O)(=O)N(C)CCO)ccc1-2 | 7.1% | -6.0% | ? | -9.7% | 0.0% | 5.9%
S=c1[nH]nc(-c2ccc(Br)cc2)n1Cc1ccccc1 | nt | 8.6% | -2.6% | 0.0% | ? | -8.8%
COc1ccccc1NC(=O)c1cccc(S(=O)(=O)N2CCN(c3ccccc3)CC2)c1 | -2.2% | ? | ? | ? | 1.4% | nt
O=C(O)C1C2CCC(C2)C1C(=O)N1CCCC1 (centres undefined) | -1.9% | 0.0% | 14.1% | -5.0% | 2.0% | 0.3%
Cc1ccc(NC(=S)N2CCC(NC(=O)C3CCCCC3)CC2)cc1C | 2.0% | 17.0% | 9.1% | 25.4% | 8.2% | 0.9%
N#CCNc1ccc([N+](=O)[O-])cc1C#N | 1.3% | -2.2% | 12.8% | 24.3% | -1.4% | 1.7%
COc1ccc(CCC(=O)Nc2ccc(N3CCOCC3)cc2)cc1 | -9.3% | -20.8% | nt | 11.8% | 2.3% | 8.5%
Cc1ccc(-n2ncc3c(NCc4ccco4)ncnc32)cc1C | 1.1% | 17.3% | 71.3%[activator] | ? | -2.6% | -1.1%
Brc1cccc(OCCCCn2cncn2)c1 | 3.0% | -4.1% | 15.2% | 4.7% | 13.7% | -11.4%
COc1cccc(C(=O)OCC(=O)Nc2sc3c(c2C(N)=O)CCC3)c1O | -31.8% | -15.8% | 15.3% | ? | -7.7% | nt
CCNC(=O)Cc1ccc(NS(=O)(=O)c2ccc(F)cc2)cc1 | -13.9% | -15.5% | -2.8% | -29.1% | -1.9% | 2.5%
COCCC(=O)N1CCC(Oc2ccc(C(=O)NCc3cc(C)n(C)n3)cc2)CC1 | -7.9% | 17.6% | 22.9% | ? | -4.0% | -0.3%
CC(C)C(NC(=O)c1ccccc1F)C(=O)Nc1ccc2c(c1)OCO2 (centres undefined) | 0.0% | -14.7% | -2.8% | -22.7% | -11.5% | -10.6%
